# Assay outcomes deposited in PubChem BioAssay by National Center for Advancing Translational Sciences (NCATS).
# Vif-APOBEC3F blk = inhibitors of Vif-A3F interaction; HeLa A3F-eYFP + Vif (tagged APOBEC3F with the HIV-1 protein that degrades it), YFP fluorescence increase; Potency, µM (titrated, usually from 46.1 µM), inactives show at the top dose activity, negative = active; 390,000 tested, 0.2% active; AID 602313; also: potency is read from the fitted curve at half-maximal effect; % of control where 0% means no effect; nearly all actives have a fitted effect of over 65% in size
#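 HeLa cells stably expressing A3F-eYFP plus Vif, plated and incubated overnight at 37 deg C, then exposed to compounds overnight at 37 deg C. Blocked degradation read as raised yellow fluorescence (Ex 488/Em 500-530).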
# GRP78 ERSR act = ER stress response induction in glioma; U87-MG GRP78 promoter luciferase reporter, 16 h; Potency, µM, for inactives: at the top dose activation, most hits filed as activators; 420,000 tested, 0.02% active; also: potency is read from the fitted curve at half-maximal effect; series mostly up to about 76 µM; % of control where 0% means no effect; nearly all actives have a fitted effect of over 35% in size
#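 ERSR induction read as luciferase luminescence (Bright-Glo, 10 min at room temperature) in stably transfected human U87-MG glioma cells exposed to compounds for 16 h, using GRP78 as sensor.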
# D2 ag = D2 dopamine receptor (human) agonism; P14416; 340,000 tested, 0.53% active; activation, % at 2 µM; HEK293 T-REx D2 cells, calcium flux agonist mode;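 active = activation over 3 SD above normal in the single-dose calcium agonist read, cut at about 30% in these data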; also: 0% is about no effect
#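 Tetracycline-induced HEK293 Trex cells with D2 receptor force-coupled to calcium signaling, plated overnight at 30 C and loaded with no-wash calcium dye. Calcium flux read kinetically for 180 s after compound addition; responses flag agonists.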
# Vif-A3G inh = blocks the Vif interaction with human APOBEC3G | HeLa A3G-eYFP + Vif (tagged APOBEC3G with the HIV-1 protein that degrades it), YFP fluorescence, overnight | Potency, µM (top dose mostly 46.1 µM), inactives show at the top dose activity, negative = active, usual class: inhibitors | 410,000 tested, 0.076% active;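 also: potency is read from the fitted curve at half-maximal effect; % is scaled to controls: 0 for no effect and ±100 for the full control effect; nearly all actives have a fitted effect of over 60% in size; hits raise eYFP signal because A3G escapes Vif-driven loss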
# Target sequence (Q9HC16 whole entry, looked up): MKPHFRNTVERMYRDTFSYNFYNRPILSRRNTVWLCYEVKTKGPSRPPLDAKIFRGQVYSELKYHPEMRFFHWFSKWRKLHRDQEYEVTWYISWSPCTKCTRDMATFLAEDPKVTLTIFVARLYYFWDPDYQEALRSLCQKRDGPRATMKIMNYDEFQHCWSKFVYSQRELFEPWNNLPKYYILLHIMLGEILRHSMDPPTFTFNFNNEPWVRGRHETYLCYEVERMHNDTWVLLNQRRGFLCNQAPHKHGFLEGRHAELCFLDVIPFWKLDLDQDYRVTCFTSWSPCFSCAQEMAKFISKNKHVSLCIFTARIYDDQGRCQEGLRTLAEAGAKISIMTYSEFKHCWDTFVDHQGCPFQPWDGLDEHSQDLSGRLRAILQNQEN
#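 HeLa cells stably expressing Vif and C-terminally eYFP-tagged A3G, seeded overnight at 37 deg C, then exposed to compound by pintool overnight at 37 deg C. Rise in yellow fluorescence (Ex 488/Em 500-530, Acumen) marks blocked Vif-driven A3G degradation.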
# RGS4 inh = inhibitors of human regulator of G protein signaling 4; P49798; Transcreener GDP fluorescence polarization, RGS4-accelerated GTP hydrolysis; Potency, µM (titrated, usually from 114 µM), inactives show top-dose activity change, negative = inhibition, actives largely listed as inhibitors; 390,000 tested, 0.039% active; AID 504845; also: potency is read from the fitted curve at half-maximal effect; % is scaled to controls: 0 for no effect and ±100 for the full control effect; nearly all actives have a fitted effect of over 75% in size; some results filed as inactive show a strong effect at the top dose
# Target sequence (P49798 whole entry, looked up): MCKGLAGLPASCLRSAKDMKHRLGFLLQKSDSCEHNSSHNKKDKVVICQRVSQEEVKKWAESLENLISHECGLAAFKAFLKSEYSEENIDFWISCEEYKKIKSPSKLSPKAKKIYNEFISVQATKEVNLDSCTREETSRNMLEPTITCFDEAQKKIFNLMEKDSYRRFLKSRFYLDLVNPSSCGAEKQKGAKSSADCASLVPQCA
#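 MLSMR compounds (23 nl, pin-transferred) preincubated 10 min at room temperature with a 500nM (2x) first reagent, then RGS4 at 900nM (2x) plus Transcreener GDP mix added; fluorescence polarization (620/688 nm) read before and after 90 min at 30 °C.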
# ALOX12 inh = inhibitors of human 12S-lipoxygenase ALOX12; 580,000 tested, 1.1% active; P18054; purified 12hLO, xylenol orange hydroperoxide absorbance; Potency, µM (series often up to 108 µM), for the others: at the highest dose activity change, negative = inhibition, usual class: inhibitors; also: potency is read from the fitted curve at half-maximal effect; % is scaled to controls: 0 for no effect and ±100 for the full control effect
#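 Purified human 12hLO at 150 nM in 25 mM Hepes, 0.01% Triton X-100, pH 7.0, preincubated 15 min at room temperature with compound. Reaction started with 40 uM arachidonic acid, 30 min at room temperature. Hydroperoxide measured by Fe-xylenol orange, 573/405 nm absorbance ratio.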
# D2 antagonist = D2 dopamine receptor (human) antagonism | P14416 | HEK293 TREx D2 cells, calcium flux, dopamine EC80 | inhibition, % at 10 µM | 340,000 tested, 2% active; in the data active = inhibition above about 30%; also: 0% is about no effect
#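 Calcium flux kinetic readout in an inducible HEK293 TREx D2 line plated overnight at 30 C. After 180 s compound exposure, an EC80 dopamine challenge follows with another 180 s kinetic read to detect antagonism.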
# ERG Ets-DNA blk = blocks human ERG Ets domain binding to DNA; P11308; Potency, µM (highest dose often 76.9 µM), inactives show top-dose FP activity, negative = inhibition, usual class: inhibitors; fluorescence polarization, His-ERG Ets domain / labelled DNA; 370,000 tested, 0.028% active; active = well fitted inhibition curve with a large enough effect in the polarisation, with a control signal flat; inconclusive = small, poorly fitted or top-dose-only effect, or effect the other way, or a change in a side signal; inactive = no such curve, though single readings can be large or run the other way; the % refers to the polarisation;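 also: polarization taken with two DNA probes labelled with fluorescein and Texas red; potency is read from the fitted curve at half-maximal effect; % of control where 0% means no effect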
# Target sequence (P11308 whole entry, looked up, the tested form may be a part): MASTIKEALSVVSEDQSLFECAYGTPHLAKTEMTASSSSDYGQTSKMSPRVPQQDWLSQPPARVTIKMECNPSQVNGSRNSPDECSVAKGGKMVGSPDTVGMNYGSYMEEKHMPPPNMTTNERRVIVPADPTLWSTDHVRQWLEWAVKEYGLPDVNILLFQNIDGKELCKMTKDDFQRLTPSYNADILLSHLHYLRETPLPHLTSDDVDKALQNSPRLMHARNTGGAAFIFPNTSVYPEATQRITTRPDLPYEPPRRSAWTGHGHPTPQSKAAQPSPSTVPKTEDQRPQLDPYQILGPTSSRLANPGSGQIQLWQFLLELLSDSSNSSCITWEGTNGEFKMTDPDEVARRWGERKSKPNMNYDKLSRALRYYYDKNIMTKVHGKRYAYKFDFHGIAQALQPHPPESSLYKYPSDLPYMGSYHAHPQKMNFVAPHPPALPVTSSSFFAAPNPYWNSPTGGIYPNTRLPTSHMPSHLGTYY
#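 His-tagged ERG Ets domain (1 uM in the protein solution; 300mM KCl, 50mM Tris-HCl, 1mM EDTA, 1mM DTT, pH 7.5) received compound, then a probe mix of 5 nM fluorescein-DNA and 100nM Texas-615-DNA. Fluorescence polarization was read for both dyes.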
# LDHA inh = blocks human lactate dehydrogenase A. AID 1347041. P00338. purified LDHA, NADH/diaphorase-resazurin fluorescence; active compounds read low. activity change, % (values are at about 110 or 230 µM). 480,000 tested, 0.15% active; in the data active = activity change below about -30%; inconclusive = mostly about -25% to -30%;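 also: plate controls were DMSO wells for no effect and wells without enzyme for full effect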
#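 LDH5 2 nM; NADH 0.06 mM, pyruvate 0.2 mM; 200 mM Tris pH 7.4, EDTA, Tween-20; 5 min RT. Detection: diaphorase 0.133 mg/mL + resazurin 37 µM, fluorescence ex540/em590 at 0 and 20 min; normalized to enzyme-free and DMSO wells.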
# Starred values were filed as active, the others as inactive; ? = inconclusive; nt = no result given; & = joins results of further samples; [ ] = remark or other dose. Unless noted, calls follow the shape of the dose curve; as a rule, active = well fitted curve in the direction sought with a large enough effect; inconclusive = small, poorly fitted or top-dose-only effect, or another doubt; inactive = no such curve, though single readings can be large; an effect the other way counts as inactive or inconclusive. This is a subset. The share of hits here may be higher or lower than overall.
SMILES,Vif-APOBEC3F blk,GRP78 ERSR act,D2 ag,Vif-A3G inh,RGS4 inh,ALOX12 inh,D2 antagonist,ERG Ets-DNA blk,LDHA inh
Cc1cc(C)cc(-n2nnn(C3C/C(=N/NC(N)=S)C4OCC3O4)c2=S)c1 (configuration not stated),-75%,1%,-1.7,1%,?,?,10,-2%,0
CCOc1ccc(C(=O)COC(=O)c2cc(=O)[nH]c3ccccc23)cc1,-11%,1%,0.1,1%,24%,?,-12,4%,-10
Nc1nc(CSC(=S)N2CCN(c3ccccc3)CC2)nc(Nc2ccc(F)cc2)n1,2%,-5%,0.3,0%,-36%,-13%,1,-3%,-1
CCN(CCCNC(=O)CCC(=O)N1CCOc2ccccc21)Cc1ccccc1,0%,-5%,-0.8,1%,22%,2%,-2,-2%,-4
CCc1cccc2c(C(=O)CN3C(=O)NC(C)(c4cccc5ccccc45)C3=O)c[nH]c12 (configuration not stated),-1%,-6%,-1.2,-22%,3%,-27%,12,5%,-6
Cn1ncc2c(NCc3ccccc3Cl)nc(NCCO)nc21,nt,nt,1.0,nt,3%,?,nt,0%,3
CCOc1ccc(CCNC(=O)c2ccc3c(c2)N(Cc2ccc(C)cc2)CCS3)cc1,0%,-4%,0.1,-2%,31%,-14%,nt,9%,-13
O=C(NCCCn1ccnc1)Nc1cccc(Cl)c1,-8%,-2%,0.2,2%,-5%,0%,-5,-6%,-2
O=C(NC(=S)Nc1ccccn1)c1cccc([N+](=O)[O-])c1,-24%,6%,0.3,0%,-17%,177%[activator],0,-3%,-11
Cc1cc(NS(=O)(=O)c2ccc(NC(=O)/C=C/c3ccccc3)cc2)no1,-1%,0%,0.5,-8%,7%,-11%,-3,-1%,-9
CC(C)NC(=O)Nc1nnc([C@H]2C[C@H](O)[C@@H](CO)O2)s1,nt,-1%,nt,-2%,nt,-11%,nt,nt,-8
CC[C@]12c3[nH]c4cc(CCC(=O)N(C)C)ccc4c3CCN1C(=O)[C@@H](CC(=O)NCC13CC4CC(CC(C4)C1)C3)C[C@@H]2C(=O)N1CCN(C(=O)c2ccco2)CC1,-1%,4%,nt,0%,5%,1%,nt,-4%,4
O=C(c1ccco1)N1CCN(C(=S)Nc2ccc(F)cc2)CC1,-16%,-1%,0.1,6%,-1%,1%,6,-10%,-5
COc1ccc(NCc2cc3ccc(OC)cc3n(CC(=O)Nc3ccc(C)c(C)c3)c2=O)cc1,-4%,-5%,-0.3,-1%,27%,-9%,nt,1%,5
COc1cc(/C=N/NC(=O)C2=NNC(=O)C2C)ccc1O (configuration not stated),2%,-2%,-0.1,-3%,41%,-6%,-9,-11%,2
O=C(C1CCN(Cc2cn[nH]c2-c2ccc(F)cc2F)CC1)N1CCOCC1,8%,-4%,-0.3,1%,-25%,0%,16,-17%,0
COc1cccc(/C=C/C(=O)OCC(=O)N2CCN(c3ccccc3)CC2)c1,6%,-7%,nt,-2%,17%,?,nt,6%,-5
CN(C)c1cccc(C(=O)NCc2ccccc2Cl)c1,0%,2%,-0.7,1%,11%,4%,22,7%,3
CCNC(=O)C1CCCN(C(=O)c2ccc3ccccc3c2)CC1 (configuration not stated),nt,0%,nt,0%,nt,9%,nt,nt,-4
CN(Cc1ccccc1)C(=O)CN1C(=O)c2ccc([N+](=O)[O-])cc2C1=O,?,-4%,0.1,5%,10%,-4%,0,0%,-5
Cc1cccc(N=C2NC(=O)S/C2=C\c2ccco2)c1,-8%,0%,-0.5,-16%,-21%,?,18,36%[activator],5
CCc1ccc(NC(=O)C2CCN(c3ccc(Sc4ccc(C)cc4)nn3)CC2)cc1,-11%,-4%,0.4,4%,-6%,0%,nt,-4%,0
CCCCN=C1NN=C(c2ccc(C)c(C)c2)CS1,13%,-2%,-0.8,-4%,?,?,6,12%,-4
COc1ccc(C(C)C)cc1-c1cncc(NC(C)=O)n1,nt,-4%,nt,2%,nt,0%,nt,nt,-5
CCS(=O)(=O)N1CCN=C1SCc1ccccc1,12%,-1%,0.8,2%,-6%,15%,13,-17%,0
# The list continues.
SMILES,Vif-APOBEC3F blk,GRP78 ERSR act,D2 ag,Vif-A3G inh,RGS4 inh,ALOX12 inh,D2 antagonist,ERG Ets-DNA blk,LDHA inh
O=C(Nc1ccc2c(c1)Cc1ccccc1-2)c1cc2ccccc2o1,6%,-3%,nt,-4%,-8%,-1%,nt,8%,-5
CCOc1cc(/C=C2\SC(=N)N(c3nccs3)C2=O)ccc1OCCN1CCOCC1,-15%,?,12,-3%,-38%,-11%,9,-1%,-7
COC(C[C@H]1O[C@H]1[C@H](O)[C@@H](C)OCc1ccccc1)OC,-2%,-3%,0.1,0%,-2%,1%,1,8%,1
O=C1C(=Cc2ccc(Br)o2)C(=O)c2ccccc21,-1%,-4%,-2.1,1%,?,nt,9,20%,5
CCCCN(CC)CCCNC(=S)Nc1ccc2nc(N3CCN(CC)CC3)cc(C)c2c1,-16%,-5%,60*,0%,-15%,-18%,41*,13%,3
O=C(Nc1nc2ccc(F)cc2s1)c1ccccn1,-6%,-11%,0.9,-7%,-4%,-1%,25,-1%,8
O=C(Cc1ccccc1F)Nc1nc2ccccc2[nH]1,-15%,-3%,0.6,0%,-2%,7%,6,-5%,-5
Nc1[nH]c(N=NC(=O)c2ccc(F)cc2)c2ccccc12,1%,-3%,1.1,-9%,-1%,-6%,0,nt,1
O=S1(=O)N=C(Oc2ccccc2)c2ccccc21,-4%,0%,0.4,0%,4%,0%,-15,-7%,0&-11
COCc1cc(C)nc(SCC(=O)Nc2ccc3c(c2)n(C)c(=O)n3C)c1C#N,2%,-1%,-1.1,-1%,10%,nt,13,-14%,-6
Cc1ccccc1C(=O)N1CCC(C(=O)NN2C(=O)NC3(CCC(C)CC3)C2=O)CC1 (configuration not stated),7%,-3%,0.1,0%,5%,354%[activator],-7,6%,0
CCN(CC)C(=O)c1ccccc1NC(=O)CN1C(=O)c2ccccc2C1=O,3%,-2%,1.9,0%,-9%,-4%,8,-4%,-5
CCC(C)NC(=O)CN1C(=O)c2cccnc2Oc2ccc(C)cc21 (configuration not stated),-12%,-2%,-0.6,-7%,-1%,-6%,nt,11%,5
CC(=O)N1CCC(C(=O)N2CCN(S(=O)(=O)c3cccs3)CC2)CC1,5%,-6%,0.1,1%,-12%,0%,4,5%,-1
CCC(C)NC(=S)N1CCN(C(c2ccccc2)c2ccccc2)CC1 (configuration not stated),-6%,-4%,-0.4,-1%,-23%,3%,-5,-1%,3
O=C(Nc1cccc2cccnc12)c1cccc(Cl)c1,2%,10%,0.5,0%,11%,-1%&18%,-18,-1%,-1&3
Cc1ccc(-n2ncc3c(=O)n(CC(=O)N(C)C)cnc32)cc1C,4%,-1%,-0.1,0%,8%,?,2,3%,0
Cc1ccc(S(=O)(=O)c2nc(S(C)(=O)=O)sc2NCc2ccccc2)cc1,4%,2%,0.9,-4%,19%,-23%,nt,-6%,-17
CC1=C(C(=O)OCc2ccccc2)C(c2ccccc2Cl)NC(=O)N1C (configuration not stated),-9%,-1%,-0.5,0%,24%,0%,-7,11%,-1
CCC(C)(C(=O)NC1CCCC1)N(Cc1cccs1)C(=O)c1ccccn1 (configuration not stated),3%,-2%,0.2,2%,8%,3%,2,14%,-4
CCOc1ccc(C(=O)NCC(=O)NNC(=O)c2cc(C)oc2C)cc1OCC,-8%,23%,nt,-5%,6%,10%,nt,2%,2
CCCCc1cc(O)c(CCCC)c(O)c1,-14%,22µM*,24,-10%,-28%,?,7,2%,-2
Cc1cc(Sc2ncnc(N)c2[N+](=O)[O-])ncn1,13%,-15%,0.2,-17%,-26%,nt,2,9%,-1
CC1(C(=O)Nc2ccc(Cl)c(Cl)c2)CCN1C(=O)C1CCCCC1 (configuration not stated),nt,-5%,nt,-1%,nt,-2%,nt,nt,0
CN1CCN(CCC(=O)Nc2ccc(C3CCCC3)cc2)CC1,-9%,0%,3.0,7%,2%,-76%,-3,0%,0
Nc1nc(NC(=O)c2ccccc2)nn1-c1ccccc1,-2%,-1%,1.0,7%,-16%,-3%,-3,8%,-7
O=C(Nc1cccc2cccnc12)c1ccc2sc([C@H]3C[C@H](O)[C@@H](CO)O3)nc2c1,nt,3%,nt,-4%,nt,12%,nt,nt,-7

# 5 successive entries from above, quoted:
SMILES,Vif-APOBEC3F blk,GRP78 ERSR act,D2 ag,Vif-A3G inh,RGS4 inh,ALOX12 inh,D2 antagonist,ERG Ets-DNA blk,LDHA inh
O=C(Nc1cccc2cccnc12)c1cccc(Cl)c1,2%,10%,0.5,0%,11%,-1%&18%,-18,-1%,-1&3
Cc1ccc(-n2ncc3c(=O)n(CC(=O)N(C)C)cnc32)cc1C,4%,-1%,-0.1,0%,8%,?,2,3%,0
Cc1ccc(S(=O)(=O)c2nc(S(C)(=O)=O)sc2NCc2ccccc2)cc1,4%,2%,0.9,-4%,19%,-23%,nt,-6%,-17
CC1=C(C(=O)OCc2ccccc2)C(c2ccccc2Cl)NC(=O)N1C (configuration not stated),-9%,-1%,-0.5,0%,24%,0%,-7,11%,-1
CCC(C)(C(=O)NC1CCCC1)N(Cc1cccs1)C(=O)c1ccccn1 (configuration not stated),3%,-2%,0.2,2%,8%,3%,2,14%,-4
